Bioassay records as filed in PubChem BioAssay.
Pin1 inhibitor: blocks the human prolyl isomerase Pin1; Pin1 FP peptide displacement, HiFluor488, 10 min; 390,000 compounds, 0.009% hits; Potency, µM (series often up to 115 µM), inactives show top-dose activity, negative = inhibition, actives largely listed as inhibitors; Q13526; active = well fitted inhibition curve with a large enough effect in the polarisation, with a control signal flat, not every such curve was filed as active; inconclusive = small, poorly fitted or top-dose-only effect, or effect the other way, or a change in a side signal; inactive = no such curve, though single readings can be large or run the other way; the % refers to the polarisation; also: % is scaled to controls: 0 for no effect and ±100 for the full control effect
Target sequence (Q13526 whole entry, looked up): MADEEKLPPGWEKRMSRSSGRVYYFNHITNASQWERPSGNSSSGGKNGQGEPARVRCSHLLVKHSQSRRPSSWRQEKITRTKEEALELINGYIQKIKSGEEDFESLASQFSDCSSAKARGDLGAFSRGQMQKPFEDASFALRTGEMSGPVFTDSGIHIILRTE
12-LOX inh: inhibitors of human 12S-lipoxygenase ALOX12; P18054; purified 12hLO, xylenol orange hydroperoxide absorbance; Potency, µM (top dose mostly 108 µM), for the others: at the top dose activity change, negative = inhibition, hits mostly inhibitors; 580,000 compounds, 1.1% hits; AID 1671190; also: % is scaled to controls: 0 for no effect and ±100 for the full control effect
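Purified human 12hLO (150 nM final) in 25 mM Hepes, 0.01% Triton X-100, pH 7.0 was preincubated 15 min at room temperature with compound. Then 40 uM arachidonic acid was added, 30 min. Hydroperoxide was read by Fe-XO absorbance ratio 573/405 nm.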
HP1b chromo inh: blocks HP1-beta chromodomain binding to methylated histone tails | P83916 | AlphaScreen HP1-beta / biotin-H3K9me3 peptide binding | Potency, µM (series often up to 114 µM), for the others: at the highest dose activity change, negative = inhibition, actives largely listed as inhibitors | 390,000 compounds, 0.56% hits; also: nearly all actives have a fitted effect of over 70% in size; inactives centre near 23
Target sequence (P83916 whole entry, looked up): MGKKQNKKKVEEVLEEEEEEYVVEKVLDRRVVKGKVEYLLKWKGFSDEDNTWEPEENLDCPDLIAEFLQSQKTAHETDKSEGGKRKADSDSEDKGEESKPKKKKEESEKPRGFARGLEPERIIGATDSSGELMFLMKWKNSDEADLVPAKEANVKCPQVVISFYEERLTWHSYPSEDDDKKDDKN
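Compound inhibition of the preformed complex between 50 nM HP1-beta and 50 nM biotinylated H3K9me3 peptide was read by AlphaScreen. Buffer was PBS pH 7.4 with 0.01% Tween-20. Incubations ran 30 min at room temperature, with 10 ug/mL donor/acceptor beads.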
ERG Ets-DNA blk: inhibitors of human ERG Ets domain-DNA interaction; P11308; fluorescence polarization, His-ERG Ets domain / labelled DNA; Potency, µM (top dose mostly 76.9 µM), for the others: top-dose FP activity, negative = inhibition, actives largely listed as inhibitors; 370,000 compounds, 0.028% hits; AID 624246; active = well fitted inhibition curve with a large enough effect in the polarisation, with a control signal flat; inconclusive = small, poorly fitted or top-dose-only effect, or effect the other way, or a change in a side signal; inactive = no such curve, though single readings can be large or run the other way; the % refers to the polarisation;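 also: polarization taken with two DNA probes labelled with fluorescein and Texas red; % of control where 0% means no effect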
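His-tagged ERG Ets domain (1 uM in the protein solution; 300mM KCl, 50mM Tris-HCl, 1mM EDTA, 1mM DTT, pH 7.5) received compound, then a probe mix of 5 nM fluorescein-DNA and 100nM Texas-615-DNA. Fluorescence polarization was read for both dyes.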
TrxR1 inh: inhibitors of rat thioredoxin reductase 1; Potency, µM (top dose mostly 114 µM), for inactives: at the highest dose activity change, negative = inhibition, hits mostly inhibitors; AID 588453; 390,000 compounds, 1% hits; O89049; recombinant rTrxR1, NADPH fluorescence consumption, selenite substrate; also: % is scaled to controls: 0 for no effect and ±100 for the full control effect; nearly all actives have a fitted effect of over 65% in size
Target sequence (O89049 whole entry, looked up): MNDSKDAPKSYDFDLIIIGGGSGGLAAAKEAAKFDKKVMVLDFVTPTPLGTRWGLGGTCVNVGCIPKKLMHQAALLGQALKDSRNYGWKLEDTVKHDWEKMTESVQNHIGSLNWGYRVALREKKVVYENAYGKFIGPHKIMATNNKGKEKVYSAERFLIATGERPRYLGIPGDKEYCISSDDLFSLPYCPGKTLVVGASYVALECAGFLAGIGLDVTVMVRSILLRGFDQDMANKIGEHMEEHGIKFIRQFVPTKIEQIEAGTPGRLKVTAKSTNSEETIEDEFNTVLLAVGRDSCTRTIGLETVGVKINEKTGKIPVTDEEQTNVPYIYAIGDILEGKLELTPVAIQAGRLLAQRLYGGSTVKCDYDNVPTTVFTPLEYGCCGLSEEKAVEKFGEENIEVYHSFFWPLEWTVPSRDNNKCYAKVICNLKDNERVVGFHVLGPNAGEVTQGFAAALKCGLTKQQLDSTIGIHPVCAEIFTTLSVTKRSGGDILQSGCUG
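Rat TrxR1 (90 nM in the dispensed reagent) was pre-reduced with 400 uM NADPH for 5 min at room temperature, then incubated with compound for 15 min. After 400 uM selenite was added, NADPH fluorescence (Ex 340/Em 450 nm) was followed for 8 min.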
JMJD2A Tudor inh: inhibitors of human JMJD2A Tudor domain. AlphaScreen JMJD2A-Tudor / H3K4me3 peptide binding. Potency, µM (highest dose often 114 µM), for the others: top-dose activity change, negative = inhibition, actives largely listed as inhibitors. 390,000 compounds, 4.4% hits; also: % is scaled to controls: 0 for no effect and ±100 for the full control effect; nearly all actives have a fitted effect of over 50% in size
GLS inhibitor: glutaminase GLS (human) inhibition | O94925 | GLS enzymatic activity, qHTS titration | Potency, µM (highest dose often 45.5 µM), for the others: at the highest dose activity change, negative = inhibition, most hits filed as inhibitors | 410,000 compounds, 0.21% hits | AID 624170; also: % is scaled to controls: 0 for no effect and ±100 for the full control effect
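Assay buffer: 45 mM KH2PO4 pH 8.2, 0.02% Tween-20. hKGA acts on L-glutamine (1 mM solution added); product glutamate is reported by an oxidase/peroxidase Amplex Red coupling, with fluorescence taken at baseline and 30 min.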
RGS4 inhibitor: human RGS4 inhibition. Transcreener GDP fluorescence polarization, RGS4-accelerated GTP hydrolysis. Potency, µM (top dose mostly 114 µM), without a hit: at the highest dose activity change, negative = inhibition, most hits filed as inhibitors. P49798. 390,000 compounds, 0.039% hits; also: % is scaled to controls: 0 for no effect and ±100 for the full control effect; nearly all actives have a fitted effect of over 75% in size; some results filed as inactive show a strong effect at the top dose
Target sequence (P49798 whole entry, looked up): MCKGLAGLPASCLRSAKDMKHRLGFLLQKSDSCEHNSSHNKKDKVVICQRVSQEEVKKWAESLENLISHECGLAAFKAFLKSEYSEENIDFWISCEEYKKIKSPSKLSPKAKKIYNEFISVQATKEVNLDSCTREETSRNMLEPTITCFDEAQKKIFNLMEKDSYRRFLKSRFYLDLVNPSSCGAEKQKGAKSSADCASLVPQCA
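MLSMR compounds (23 nl, pin-transferred) preincubated 10 min at room temperature with a 500nM (2x) first reagent, then RGS4 at 900nM (2x) plus Transcreener GDP mix added; fluorescence polarization (620/688 nm) read before and after 90 min at 30 °C.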
PGK inhibitor: T. brucei PGK inhibition; Potency, µM (titrated, usually from 57.5 µM), without a hit: top-dose activity change, negative = inhibition, actives largely listed as inhibitors; P07378; PGK/GAPDH coupled, Kinase-Glo luminescence, 60 min; 380,000 compounds, 0.043% hits; AID 602233; also: % is scaled to controls: 0 for no effect and ±100 for the full control effect; nearly all actives have a fitted effect of over 60% in size
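Luminescent ATP detection (Kinase-Glo Plus) follows a 60-minute room-temperature incubation, with wells lacking PGK as controls. Buffer: 100 mM TEA (pH 7.6), 5 mM MgCl2, 0.01% Tween-20. Coupling enzyme GAPDH (100 nM final) supplies unstable 1,3-BPG in-well.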
Active calls of the source: *; i = inactive; ? = inconclusive; / = no result given; & = joins results of further samples; [ ] = dose if it differs, or a comment. Unless noted, calls follow the shape of the dose curve; as a rule, active = well fitted curve in the direction sought with a large enough effect; inconclusive = small, poorly fitted or top-dose-only effect, or another doubt; inactive = no such curve, though single readings can be large; an effect the other way counts as inactive or inconclusive. Potency is read from the fitted curve at half-maximal effect.

12-LOX inh	HP1b chromo inh	Pin1 inhibitor	TrxR1 inh	RGS4 inhibitor	PGK inhibitor	JMJD2A Tudor inh	ERG Ets-DNA blk	GLS inhibitor	SMILES
?	31%	4%	33%	-1%	13%	-7%	3%	-4%	CCO[C@H]1OC(C(=O)NC2CC2)=C[C@@H](c2c[nH]c3ccccc23)[C@@H]1CCCO
0%	25%[57 µM]	21%	27%[57.1 µM]	-4%	-11%	-10%	3%	1%	CCOc1ccccc1CNC(=O)c1cccc(NC(=O)c2nsc3ccccc23)c1
40µM*	4%	4%	-5%[57.1 µM]	18%	0%	-8%	25%	-1%	CC(C)(C)C(=O)Nc1cc(S(=O)(=O)Nc2ccc(Cl)cc2)ccc1O
-19%	-17%	-5%	1%	-14%	-8%	?	2%	-12%	O=[N+]([O-])c1cccc(Cl)c1NCCNS(=O)(=O)c1ccccc1
?	-27%	8%	6%	-10%	-3%	?	15%	33%[activator]	C=C(C)C(O)CC/C(C)=C/Cc1c(O)ccc(C(=O)/C=C/c2ccc(O)cc2)c1O (centres undefined)
?	14%	-1%	89µM*	4%	-3%	-16%	-1%	8%	COc1cc(CNC2CCCC2)cc(Cl)c1OCc1ccccc1Cl
-9%	48%[activator]	-1%	3.5µM*	-21%	4%	0%	14%	75%[activator]	COc1cc(OC)nc(-n2ncc(Br)c(Br)c2=O)n1
-35%	20%[57 µM]	-3%	7%[57.1 µM]	0%	1%	-10%	-8%	-7%	COc1ccc2cc3cc(C(=O)NCCc4ccccc4)sc3nc2c1Cl
-4%	8%	0%	15%	32%	-8%	-11%	1%	12%	CC(C)(C)NC(=O)COc1ccc(CNn2nnnc2N)cc1
-60%	-5%	1%	20%	-24%[56.9 µM]	0%	22µM*	-9%	1%	CCN1CCN(CCCOc2ccccc2-c2ccccc2)CC1
-16%	32µM*	-7%	-10%	12%	-7%	28µM*	5%	1%	NS(=O)(=O)c1ccc(N/N=C2/CCCCC2C2CCCCC2)c([N+](=O)[O-])c1 (centres undefined)
?	-1%	98%[activator]	-5%	-41%	-2%	-3%	-9%	-1%	Cc1sc(NC(=O)c2ccc(Cl)s2)c(C(N)=O)c1C
?	14%	2%	4%[57.1 µM]	-4%	6%	-22%	2%	-8%	Cc1ccc(OCC(=O)Nc2ccc(C)c(S(=O)(=O)N3CCCCC3)c2)c([N+](=O)[O-])n1
-5%	-4%	15%	-6%	9%	i	-30%	-9%	0%	C=CCN(C(=O)Cc1cccs1)c1nc(-c2ccc(S(C)(=O)=O)cc2)cs1
-16%	44%[activator]	0%	13%	-20%	/	-11%	-1%	6%	CCOC(=O)C1CCCN(C(=O)c2ccc3c(c2)N(Cc2ccccc2)C(=O)c2ccccc2S3(=O)=O)C1 (centres undefined)
7.9µM*	17%	?	50µM*	?	-8%	50µM*	16%	-13%	CCOC(=O)CN1C(=O)S/C(=C/c2ccc(N3CCCCC3)o2)C1=O
0%	11%	-7%	32%	2%	i	?	-5%	-16%	Cn1c(=O)n(-c2ccc3c(c2)OCO3)c2nc(-c3ccccc3)nc(C(N)=O)c21
214%[activator]	25%	17%	-7%	-33%	-9%	-24%	/	-15%	Cn1c(N)c(C(=O)CSc2n[nH]c(-c3ccccc3)n2)c(=O)n(C)c1=O
6%	37%	6%	-13%	7%	8%	-8%	-7%	-4%	CCO[C@@H]1OC(C(=O)O)=C[C@H](c2ccccc2)[C@H]1CCCO
35%[activator]	24%	-15%	?	-33%	i	-11%	3%	-7%	CN(Cc1cnccn1)Cc1nc(Cc2cccc(F)c2)no1
-12%	11%	-4%	10%	-9%	i	-18%	0%	7%	Cc1sc(NC(=O)C2CCCCC2C(=O)O)c(C(N)=O)c1C (centres undefined)
0%	27%	16%	18%	-19%	i	-17%	1%	-2%	COC(=O)c1cn(NC(=O)Cc2ccc(Cl)c(Cl)c2)c(=O)c2ccccc12
0%	37%[activator]	2%	3%[57.1 µM]	12%	-5%	-14%	-17%	-16%	CC(C)OC(=O)CCc1nc2ccccc2[nH]c1=O
-7%	-16%	-9%	-19%	14%	i	-20%	-1%	0%	COc1ccc(N2C(=O)C3CCCCC3C2=O)cc1NC(=O)c1ccccc1 (centres undefined)
-27%	?	-7%	-2%	20%	-4%	?	-6%	4%	COc1ccc(CNc2nc(-c3ccccc3)nn2C(=O)c2ccc([N+](=O)[O-])cc2)cc1

12-LOX inh	HP1b chromo inh	Pin1 inhibitor	TrxR1 inh	RGS4 inhibitor	PGK inhibitor	JMJD2A Tudor inh	ERG Ets-DNA blk	GLS inhibitor	SMILES
-1%	36%[activator]	6%	-27%	7%[11.4 µM]	-2%	-17%	15%	-5%	COc1ccccc1CC(=O)NC1CCCc2ccccc21 (centres undefined)
7%	63%[activator]	-7%	10%	-9%	9%	1%	22%	-10%	O=c1ccc(-c2ccccc2)nn1Cc1ccccc1
1%	44%[activator]	0%	-8%[11.4 µM]	-32%	i	0%	-5%	-5%	CC(C)Cc1nnc(N)s1
2%	58%	14%	7.9µM*	?	i	-29%	5%	7%	Cc1cccc(CS(=O)(=O)c2ncc(Cl)c(C(=O)Nc3ccc(F)cc3)n2)c1
32µM*	?	10%	-16%	-43%	-1%	?	9%	-23%	CCCc1cc(C(N)=O)c(NC(=O)c2ccoc2C)s1
1%	42%[activator]	-4%	18%	-16%	-3%	-6%	-7%	-6%	CC(C)NC(=O)C1CCN(C2CCN(CC3CC=CCC3)CC2)CC1 (centres undefined)
-9%	-4%	?	?	8%	-8%	-24%	-8%	0%	CCn1c(=O)cc(OCC(=O)NCc2ccc(C)o2)c2ccccc21
-6%	-15%	-5%	14%[57.1 µM]	-13%	-6%	?	-14%	13%	CCOC(=O)c1c(-c2ccccc2)oc2ccc(OCC(O)CNCCN(C)C)cc12 (centres undefined)
20%	15%	-6%	5%	-17%	-3%	-16%	-7%	-3%	CCC1(NC(C)=O)CC2CC1CC2NC(C)=O (centres undefined)
?	?	9%	0%	?	-1%	-32%	4%	-15%	S=P(c1ccc(N2CCOCC2)cc1N1CCOCC1)(N1CCOCC1)N1CCOCC1
6%	26%	1%	2%	-5%	i	2%	/	4%	CN(C)/C=C(\C#N)c1nc2ccccc2[nH]1
?	4%	-2%	28%	-43%	i	5%	-4%	31%[activator]	CCn1c(C)nnc1SCC(=O)Nc1ccc(N2CCOCC2)cc1
0%	30%	-5%	4%[57.1 µM]	-17%	4%	-5%	7%	4%	CC(C)N1CCC(N2CCN(Cc3cc4c(cc3Cl)OCO4)CC2CCO)CC1 (centres undefined)
?	12%[57 µM]	0%	13%[57.1 µM]	1%	6%	-19%	2%	7%	COc1ccc(S(=O)(=O)Nc2ccc3c(c2)sc(=O)n3C)cc1Cl
-5%	15%	0%	11%	13%	8%	-7%	-5%	11%	CC(=O)NC1CC2CCCC(C1)N2CC(=O)NCc1ccc(F)cc1 (centres undefined)
-1%	2%	-2%	17%	3%	1%	-5%	1%	2%	NC(=O)NC(Cc1ccccc1)C(=O)NCCCSc1ccccc1 (centres undefined)
-2%	10%	-4%	18%[57.1 µM]	-18%	-2%	-16%	9%	-10%	CCCCNC(=O)CN(C1CCCCC1)S(C)(=O)=O
15%	39%	-6%	-1%	17%	3%	2%	-9%	-1%	O=C(CCNC(=O)c1ccc(Br)cc1)NCc1ccccn1
-1%	34%	?	12%	3%[56.9 µM]	-4%	-11%	11%	-13%	Cc1nnc(SCc2nc3scc(-c4ccccc4)c3c(=O)[nH]2)s1
-2%	33%	2%	14%[57.1 µM]	-16%	0%	7%	1%	-1%	CN1CCN(/C=N/c2c(C#N)cnn2Cc2ccccc2)CC1
6%	25%	-1%	18%	21%	/	-19%	/	3%	O=C(CSc1nnc(-c2ccncc2)n1-c1ccc(Cl)cc1)N1CCOCC1
14%	36%[activator]	3%	17%[57.1 µM]	?	-8%	3%	13%	0%	Cc1ccc(S(=O)(=O)N(CC#N)CC#N)cc1
0%	-4%	1%	8%	2%	/	-28%	2%	4%	Oc1oc(-c2ccccc2Br)nc1/C=N/c1ccccn1
?	-23%	4%	-26%	10%[56.9 µM]	0%	-27%[57.1 µM]	-7%	7%	O=C(CN1CCc2ccccc21)NC(=O)NCc1ccco1
/	19%	?	-7%	-7%	6%	-16%	-2%	23%	COc1ccc(NC(=O)CSc2nc(O)cc(=O)n2-c2ccccc2)cc1

Arranged by value in ERG Ets-DNA blk (largest number first): three of the compounds above
Molecule	ERG Ets-DNA blk
COc1ccc(NC(=O)CSc2nc(O)cc(=O)n2-c2ccccc2)cc1	-2%
CC(C)Cc1nnc(N)s1	-5%
CC(C)NC(=O)C1CCN(C2CCN(CC3CC=CCC3)CC2)CC1 (centres undefined)	-7%

(cont.)
12-LOX inh	HP1b chromo inh	Pin1 inhibitor	TrxR1 inh	RGS4 inhibitor	PGK inhibitor	JMJD2A Tudor inh	ERG Ets-DNA blk	GLS inhibitor	SMILES
-23%	28%	4%	-5%	-30%	-8%	-10%	-1%	1%	O=C(NC1CCCCCC1)c1c2c(nc3ccccc13)CCN(Cc1ccccc1)C2
311%[activator]	29%	-10%	7%	-13%	-4%	0%	-4%	-4%	CS(=O)(=O)Nc1ccc(S(=O)(=O)Nc2nccs2)cc1
?	6%	?	-11%[57.1 µM]	17%	i	-29%	-3%	-7%	COc1ccc(C(=O)COC(=O)c2cccnc2Cl)c(OC)c1
/	26%	-9%	28%&6%	8%	-2%	-7%	-5%	-1%	COc1ccc(-c2c(-c3cc(OC)c(OC)c(OC)c3)noc2C)cn1

Not all compounds are listed; rates above refer to the full screens.
